# Source: PubChem
# TcdB inh: TcdB glycohydrolase inhibitors, primary screen, biochemical, single point, plate reader | inhibition, % at 9.99 µM | TcdB glycohydrolase enzymatic assay | Toxin B (Clostridioides difficile), P18177 | AID 652162, 2013 | 350,000 compounds, 0.24% hits; in the data active means inhibition above about 10%
# Target sequence (P18177 whole entry, looked up): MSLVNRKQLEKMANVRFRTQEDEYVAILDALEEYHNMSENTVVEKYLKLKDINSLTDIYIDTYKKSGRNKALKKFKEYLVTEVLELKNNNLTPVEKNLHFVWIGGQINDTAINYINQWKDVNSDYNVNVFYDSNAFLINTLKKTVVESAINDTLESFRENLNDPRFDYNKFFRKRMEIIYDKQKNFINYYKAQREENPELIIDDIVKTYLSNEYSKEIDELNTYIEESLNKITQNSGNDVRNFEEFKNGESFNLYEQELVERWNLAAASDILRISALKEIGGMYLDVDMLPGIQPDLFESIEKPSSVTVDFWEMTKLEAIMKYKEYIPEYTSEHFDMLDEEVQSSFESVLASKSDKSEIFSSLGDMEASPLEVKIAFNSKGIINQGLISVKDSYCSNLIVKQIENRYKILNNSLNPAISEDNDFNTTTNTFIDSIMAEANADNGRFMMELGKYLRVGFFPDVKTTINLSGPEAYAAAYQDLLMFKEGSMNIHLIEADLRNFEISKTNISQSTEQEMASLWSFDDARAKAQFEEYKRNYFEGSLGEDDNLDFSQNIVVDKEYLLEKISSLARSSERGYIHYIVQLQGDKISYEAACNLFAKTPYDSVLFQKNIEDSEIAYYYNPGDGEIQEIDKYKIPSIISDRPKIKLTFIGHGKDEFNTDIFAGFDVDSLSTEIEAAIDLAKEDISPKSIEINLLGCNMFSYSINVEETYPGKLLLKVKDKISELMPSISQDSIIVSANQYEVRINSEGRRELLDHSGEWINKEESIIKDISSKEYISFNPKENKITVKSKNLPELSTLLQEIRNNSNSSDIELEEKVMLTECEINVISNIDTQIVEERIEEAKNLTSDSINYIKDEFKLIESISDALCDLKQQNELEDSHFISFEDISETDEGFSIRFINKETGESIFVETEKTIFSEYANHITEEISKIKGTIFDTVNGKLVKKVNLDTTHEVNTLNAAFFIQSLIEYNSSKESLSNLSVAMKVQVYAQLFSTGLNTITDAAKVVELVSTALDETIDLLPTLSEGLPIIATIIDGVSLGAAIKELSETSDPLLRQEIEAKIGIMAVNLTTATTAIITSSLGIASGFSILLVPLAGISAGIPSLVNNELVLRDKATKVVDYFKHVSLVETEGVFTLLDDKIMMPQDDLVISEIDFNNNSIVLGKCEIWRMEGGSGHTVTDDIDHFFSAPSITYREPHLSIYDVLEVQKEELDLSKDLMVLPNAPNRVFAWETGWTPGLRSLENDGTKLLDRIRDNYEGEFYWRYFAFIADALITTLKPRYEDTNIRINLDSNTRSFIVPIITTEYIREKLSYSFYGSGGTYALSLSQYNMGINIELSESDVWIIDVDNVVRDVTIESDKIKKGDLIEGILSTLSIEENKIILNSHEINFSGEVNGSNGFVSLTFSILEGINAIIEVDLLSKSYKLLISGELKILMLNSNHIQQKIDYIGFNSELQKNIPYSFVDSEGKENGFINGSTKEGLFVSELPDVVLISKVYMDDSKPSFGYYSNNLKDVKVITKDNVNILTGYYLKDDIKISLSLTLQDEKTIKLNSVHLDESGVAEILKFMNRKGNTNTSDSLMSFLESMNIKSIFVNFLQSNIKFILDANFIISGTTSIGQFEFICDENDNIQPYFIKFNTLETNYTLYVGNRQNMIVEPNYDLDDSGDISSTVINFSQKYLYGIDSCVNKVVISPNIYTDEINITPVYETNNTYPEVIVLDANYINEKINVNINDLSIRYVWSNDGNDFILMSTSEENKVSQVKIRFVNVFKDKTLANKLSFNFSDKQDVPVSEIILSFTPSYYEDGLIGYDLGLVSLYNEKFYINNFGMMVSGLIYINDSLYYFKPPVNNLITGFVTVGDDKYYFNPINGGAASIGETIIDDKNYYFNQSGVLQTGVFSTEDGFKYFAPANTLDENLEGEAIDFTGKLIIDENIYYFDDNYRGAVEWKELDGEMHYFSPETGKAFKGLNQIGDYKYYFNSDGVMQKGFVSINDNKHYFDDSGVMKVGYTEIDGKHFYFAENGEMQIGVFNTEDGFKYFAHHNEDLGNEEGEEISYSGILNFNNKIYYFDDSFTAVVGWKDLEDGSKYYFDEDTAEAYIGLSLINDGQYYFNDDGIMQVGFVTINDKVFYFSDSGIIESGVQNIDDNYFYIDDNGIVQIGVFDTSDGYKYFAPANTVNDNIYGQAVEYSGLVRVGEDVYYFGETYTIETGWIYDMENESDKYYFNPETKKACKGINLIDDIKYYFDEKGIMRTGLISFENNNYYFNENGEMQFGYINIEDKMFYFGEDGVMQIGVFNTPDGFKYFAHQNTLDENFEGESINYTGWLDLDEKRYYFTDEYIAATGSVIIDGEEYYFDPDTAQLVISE
# Y pestis TopoI: Yersinia pestis topoisomerase I inhibitors, primary screen, biochemical, cleavage product accumulation, plate reader, single point. 360,000 compounds, 0.064% hits. Y. pestis Topo-I cleavage product accumulation. activity, % at 10 µM. DNA topoisomerase I (Yersinia pestis CO92); in the data active means activity above about 50%, passing the limit was not always enough; inconclusive means no clear call, values can overlap the other calls; further: inactives centre near 2
# Anthrax LF inh2: Bacillus anthracis LF protease inhibitors, primary screen, biochemical, multiplex microsphere, MLPCN library; Lethal factor (Bacillus anthracis), P15917; multiplex microsphere protease cleavage assay; inhibition, % at 10 µM; 360,000 compounds, 0.12% hits; AID 588501, 2011; further: plate controls were buffer without enzyme for full effect and enzyme alone for no effect
# PrPC surface inh: inhibitors of human cell surface prion protein PrPC, primary screen, cell-based, TR-FRET; TR-FRET read-out; Major prion protein (Homo sapiens), P04156; AID 720596, 2013; 370,000 compounds, 0.43% hits; inhibition, % at 13.8 µM; in the data active means inhibition above about 24%; further: 0% = median of the test wells and 100% = reference compound wells
# BoNT-F LC inh: BoNT/F light chain protease inhibitors, primary screen, biochemical, flow cytometry, MLPCN library | Botulinum neurotoxin type F light chain protease (Clostridium botulinum) | Multiplex microsphere protease cleavage assay | inhibition, % at 10 µM | 360,000 compounds, 0.22% hits | AID 588497, 2011; in the data active means inhibition above about 35%, passing the limit was not always enough; inconclusive means no clear call, values can overlap the other calls; further: plate controls were buffer without enzyme for full effect and enzyme alone for no effect
# BoNT-A LC inh2: BoNT/A light chain protease inhibitors, primary screen, biochemical, flow cytometry, MLPCN library; Botulinum neurotoxin type A light chain protease (Clostridium botulinum A str. ATCC 3502); multiplex microsphere protease substrate cleavage; 360,000 compounds, 0.17% hits; inhibition, % at 10 µM; further: plate controls were buffer without enzyme for full effect and enzyme alone for no effect
# CCHFV vOTU inh: CCHFV vOTU protease inhibitors, primary screen, biochemical, Pep-AMC substrate, fluorescence; inhibition, % at 11.5 µM; AID 651958, 2012; Crimean-Congo hemorrhagic fever virus L polyprotein viral ovarian tumor (vOTU) protease …; 370,000 compounds, 0.55% hits; in the data active means inhibition above about 30%; further: 0% = vehicle wells with enzyme and 100% = no enzyme wells
# FadD28 binding: inhibitors of FadD28 bisubstrate probe binding, primary screen, biochemical, fluorescence polarization, single point; Mycobacterium tuberculosis FadD28 fatty-acid-AMP ligase; inhibition, % at 12.5 µM; 360,000 compounds, 0.22% hits; in the data active means inhibition above about 8.5%, passing the limit was not always enough; inconclusive means no clear call, values can overlap the other calls
# PfHsp40 rescue: rescue of yeast from PfHsp40 toxicity, primary screen, S. cerevisiae, ATP luminescence; S. cerevisiae expressing PfHsp40, growth rescue; 340,000 compounds, 0.68% hits; growth rescue, % at 12.5 µM; AID 504582, 2011; in the data active means growth rescue above about 28%, passing the limit was not always enough; inconclusive means no clear call, values can overlap the other calls;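 further: yeast W303a lacking pdr1 and pdr3 grown in galactose medium; growth measured after three days at 30 °C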
# * marks the source's active call; other numbers are inactive results; ? = inconclusive; . = not tested or not shown; & = joins results of further samples. Unless noted, no stated cut-off is given here; in the data, active means inhibition above about 30%; inconclusive means no clear call, values can overlap the other calls; inactive means below that.
SMILES,TcdB inh,Y pestis TopoI,Anthrax LF inh2,PrPC surface inh,BoNT-F LC inh,BoNT-A LC inh2,CCHFV vOTU inh,FadD28 binding,PfHsp40 rescue
Cn1cc(C(=O)NC2CC2)c2ccccc21,1.0,-7,0,5,-17,-2.5,-12,-1.7,0.2
Cc1cc(-c2n[nH]c(=S)n2/N=C/C=C/c2ccco2)n[nH]1,3.0,-4,18,-6,?,1.1,5,-2.3,0.3
CCOC(=O)c1ccc(NC(=O)CSc2nnc(C3CCCCC3)n2C)cc1,.,18,4,1,14,-0.8,-7,-4.1,0.0
COc1ccc(CCN=CC2=C(O)CC(C)(C)CC2=O)cc1,.,9,0,7,-12,1.4,-9,-1.3,-0.6
Cc1oc(-c2cc(F)ccc2F)nc1CN1CCCN(C(=O)c2ccco2)CC1,0.3,9,1,0,6,-0.5,-3,-2.1,-1.9
O=C(COc1ccc(Cl)cc1Cl)N1CCCN(C(=O)COc2ccc(Cl)cc2Cl)CC1,.,-8,-4,-3,1,0.6,10,-1.1,-0.2
C=CCN1C(=O)C2(OCCCO2)c2cc(CCCC)ccc21,1.5,13,-22,1,-7,3.6,14,-0.6,0.4
CCC(=O)N(CC)c1nc(-c2cc(OC)ccc2OC)cs1,0.1,-2,-7,2,-9,1.1,-5,0.1,-0.8
Cc1ccc(S(=O)(=O)NNC(=O)c2sc(NS(=O)(=O)c3ccccc3)nc2C)cc1,-1.2,5,0,2,1,-1.2,-3,.,-0.4
O=C(NCC1CCN(Cc2ccc(F)cc2)CC1)C1CCCN(c2ncnc3c2nc2n3CCCCC2)C1 (stereo not drawn),0.1,22,-1,-3,-5,-2.5,6,-0.5,1.1
c1ccc(Nc2ccccc2Nc2ccccn2)nc1,-3.6,3,1,6,-3,-0.8,5,-2.2,-0.2
Cc1cccc(C)c1-n1nnnc1SCC(=O)N1CCNC1=O,0.6,0,-4,0,1,3.2,-6,0.4,0.0
CC(=O)N1CCN2C(=O)C1CCCC(=O)c1cc(C)ccc12 (stereo not drawn),.,-1,2,1,2,-0.4,5,-5.0,-0.2
Cc1ccc(C)c(N2CCN(C(=O)CCC(=O)Nc3nnc(CC(C)C)s3)CC2)c1,0.2,4,-1,5,3,2.5,15,-4.2,-0.4
O=C(NCCCn1ccnc1)c1cc(Cl)cc(Cl)c1,-1.3,1,6,0,-5,3.6,-16,-2.3,-0.2
Cc1ccc2nc(Nc3ccccc3O)nc(-c3ccccc3)c2c1,-0.6,7,-5,1,-12,-0.6,9,-0.4,-1.1
Cc1cc(C(=O)Nc2ccccc2N2CCCCC2)no1,0.0,4,3,-1,3,-0.9,1,-1.1,1.5
Nc1c(C(=O)CSc2ncccn2)c(=O)[nH]c(=O)n1C1CC1,0.8,-9,-1,0,-1,1.3,4,0.6,-0.3
CN1CCN(C(=O)C(C(=O)c2ccc(F)cc2)n2ccccc2=O)CC1 (stereo not drawn),.,1,-2,-1,-4,-3.0,8,0.2,1.2
CCC(CO)Nc1ccc([N+](=O)[O-])c2cccnc12 (stereo not drawn),.,5,0,-47,-5,-2.0,22,-0.4,0.4

# Copied from the listing for reference:
SMILES,TcdB inh,Y pestis TopoI,Anthrax LF inh2,PrPC surface inh,BoNT-F LC inh,BoNT-A LC inh2,CCHFV vOTU inh,FadD28 binding,PfHsp40 rescue
CN1CCN(C(=O)C(C(=O)c2ccc(F)cc2)n2ccccc2=O)CC1 (stereo not drawn),.,1,-2,-1,-4,-3.0,8,0.2,1.2
CCC(CO)Nc1ccc([N+](=O)[O-])c2cccnc12 (stereo not drawn),.,5,0,-47,-5,-2.0,22,-0.4,0.4

# Additional entries:
SMILES,TcdB inh,Y pestis TopoI,Anthrax LF inh2,PrPC surface inh,BoNT-F LC inh,BoNT-A LC inh2,CCHFV vOTU inh,FadD28 binding,PfHsp40 rescue
COc1ccc2c(c1)c1ncn(CCN3CCNCC3)c(=O)c1n2C,3.4,6,-2,-6,2,2.5,-99,1.0,-0.4
Cc1c(Cl)cnc(NC(=O)COC(=O)c2ccc3c(c2)OCO3)c1Cl,1.0,4,0,-6,-2,0.9,9,0.3,0.6
Cc1c(/C=N/NC(=O)CNc2ccccc2)c2ccccn2c1C(=O)c1ccc(Cl)cc1,.,2,-1,1,-2,0.0,5,-1.8,-0.3
COc1cc(NCc2ccccc2O)c2ncccc2c1,1.2,-7,-1,-13,-2,-1.1,9,12*,0.7
CSc1ccc(CN(C)C(=O)CSCC(=O)Nc2ccc(C)cc2)cc1,0.4,25,-4,5,-3,-1.6,5,-2.4,-1.0
Clc1cccc(Cl)c1OCCOCCNCc1ccccc1,0.6,4,1,-7,-9,-3.9,-9,-0.4,-0.1
CCCCc1ccc(NC(=O)c2ccc(NS(C)(=O)=O)cc2)cc1,3.0,-9,-9,6,-14,-1.2,1,-1.4,0.0
CCCNC(=O)C(Cc1ccccc1)NC(=O)c1ccc(-c2ccccc2)cc1 (stereo not drawn),-0.4,14,-4,3,-5,-1.3,-2,0.6,0.7
C=CCn1c(N2CCN(c3ccc(OC)cc3)CC2)nc2c1c(=O)n(C)c(=O)n2C,3.3,12,-6,9,1,-0.8,13,-1.5,0.8
CCCn1c(C(=O)c2ccccc2OC)nc2ccccc21,.,4,-2,-8,-4,0.8,16,-4.7,-1.0
CCOc1ccc(CCNC(=O)Cc2nn[nH]n2)cc1OCC,.,1,-2,-1,13,1.1,2,-1.5,-1.5
CN(C)C(=O)CSc1ccc(S(=O)(=O)N2CCOCC2)cn1,0.5,2,-3,-1,-6,-0.7,9,0.7,-2.2
Cc1c(C(=O)N(CC(C)C)c2c(N)n(Cc3ccccc3)c(=O)[nH]c2=O)sc2nc3n(c(=O)c12)CCC3,-1.6,0,32*,7,2,3.7,-3,-1.7,-1.2
O=C(CSc1n[nH]c(-c2ccco2)n1)N1c2ccccc2Sc2ccccc21,.,8,-3,4,2,1.6,-1,-4.2,-0.2
COC(=O)c1ccc(OCC(=O)c2ccc(O)cc2O)cc1,.,-3,-1,7,-5,-2.8,17,-0.7,0.0
CC(C)OP(=O)(OC(C)C)C1(NS(=O)(=O)c2ccc(Cl)cc2)C=C(Cl)C(=O)C(Cl)=C1,-0.1,-3,.,8,.,.,18,-0.2,0.9
CC(=O)Nc1ccc(Nc2nc3ccccc3nc2NS(=O)(=O)c2ccc(Cl)c([N+](=O)[O-])c2)cc1,-1.0,-6,1,-6,-9,-0.7,32*,?,-2.1
CCn1c(=O)cc(SCC(=O)NCCC2=CCCCC2)c2ccccc21,.,42,1,16,-5,0.1,5,-0.4,0.4
CC(=O)N1CCN(C(=O)C2(NC(=O)Nc3ccccc3Cl)CCCCC2)CC1,0.9,4,18,6,-23,-4.0,-1,-1.9,-0.6
COc1ccc(CC(=O)Nc2cccc(S(=O)(=O)N3CCCC3)c2)cc1OC,0.3,9,0,13,2,0.4,22,-3.0,-0.2
Cc1ccc(N2CC(C(=O)NCCC3=CCCCC3)CC2=O)cc1 (stereo not drawn),0.3,5,0,2,1,1.3,-9,-4.4,-0.8
S=C1NNC2(CC3CC2C2CCCC32)NN1 (stereo not drawn),-1.6,-1,-2,5,-4,-0.1,-7,-1.0,-0.5
O=C(CNC(=O)OCc1ccccc1)NC1(C(=O)O)CCCC1,5.6,4,0,7,-8,0.2,6,-1.6,-0.7
Nc1nccnc1C(=O)OCC(=O)C12CC3CC(CC(C3)C1)C2,0.8,5,-1,-2,8,-4.6,-27,0.7,3.2
Cc1ccc(C(=O)Nc2ccc(C)c(S(=O)(=O)N(C)C)c2)s1,.,-2,-1,17,-10,-0.3,0,-3.9,-1.1
C1=C(c2c[nH]c3ccccc23)CCN(Cc2ccccc2)C1,-1.1,-4,-4,-8,4,-0.7,7,-0.8,-0.9
O=C(CNC(=O)c1ccc(Cl)cc1)NCC(F)(F)F,.,5,-2,-7,-4,-0.1,0,-2.9,-2.2
OC(c1ccc(Cl)cc1)c1ncc(-c2ccc(Oc3ccccc3)cc2)[nH]1 (stereo not drawn),0.8,-2,-4,1,-5,-0.5,9,-0.3,.
CCCCN(C(=O)COC(=O)c1ccc(C=O)cc1)c1c(N)n(CCC)c(=O)[nH]c1=O,0.0,8,-2,-2,10,3.1,-8,0.0,-1.5
O=C(Cn1c(-c2cscn2)nc2ccccc21)Nc1cc(F)ccc1F,.,4,-3,2,-10,-0.7,8,-0.9,-0.5
CC(=O)Nc1ccc(C(=O)COC(=O)CCN2C(=O)C3CC=CCC3C2=O)cc1 (stereo not drawn),2.9,2,-1,2,-8,-2.3,9,-0.4,-1.1
COc1cc(OC)c(C(=O)OCC(=O)Nc2cc(C)on2)cc1OC,1.1,4,-1,-1,-4,-0.6,13,-1.3,-0.6
COc1ccc(-c2cc(=NCCCCCC(=O)O)c3cc(C)ccc3o2)cc1,1.2&1.3,0&4,7&-1,-25&-36,3&1,0.2&-0.3,-384,-0.8&-2.2,1.5&0.1
Cc1cccc(-n2nnnc2SCc2csc(-c3ccccc3)n2)c1,.,39,5,-2,2,1.1,7,-4.9,2.0
CN(CCc1ccccn1)C(=O)CCC1CCCN(C(=O)c2ccsc2)C1 (stereo not drawn),-1.1,-2,0,-5,-3,-0.1,1,0.2,-0.9
Cc1ccc(C2=NS(=O)(=O)N(C)C(C(=O)NCc3ccc(F)cc3)=C2)cc1,0.4,-2,-9,-3,-6,-1.1,13,-3.7,1.1

# By substructure: the compounds so far containing an aryl methoxy group.
SMILES,TcdB inh,Y pestis TopoI,Anthrax LF inh2,PrPC surface inh,BoNT-F LC inh,BoNT-A LC inh2,CCHFV vOTU inh,FadD28 binding,PfHsp40 rescue
COc1ccc(CCN=CC2=C(O)CC(C)(C)CC2=O)cc1,.,9,0,7,-12,1.4,-9,-1.3,-0.6
CCC(=O)N(CC)c1nc(-c2cc(OC)ccc2OC)cs1,0.1,-2,-7,2,-9,1.1,-5,0.1,-0.8
COc1ccc2c(c1)c1ncn(CCN3CCNCC3)c(=O)c1n2C,3.4,6,-2,-6,2,2.5,-99,1.0,-0.4
COc1cc(NCc2ccccc2O)c2ncccc2c1,1.2,-7,-1,-13,-2,-1.1,9,12*,0.7
C=CCn1c(N2CCN(c3ccc(OC)cc3)CC2)nc2c1c(=O)n(C)c(=O)n2C,3.3,12,-6,9,1,-0.8,13,-1.5,0.8
CCCn1c(C(=O)c2ccccc2OC)nc2ccccc21,.,4,-2,-8,-4,0.8,16,-4.7,-1.0
COc1ccc(CC(=O)Nc2cccc(S(=O)(=O)N3CCCC3)c2)cc1OC,0.3,9,0,13,2,0.4,22,-3.0,-0.2
COc1cc(OC)c(C(=O)OCC(=O)Nc2cc(C)on2)cc1OC,1.1,4,-1,-1,-4,-0.6,13,-1.3,-0.6
COc1ccc(-c2cc(=NCCCCCC(=O)O)c3cc(C)ccc3o2)cc1,1.2&1.3,0&4,7&-1,-25&-36,3&1,0.2&-0.3,-384,-0.8&-2.2,1.5&0.1

# Random draw from the library; 2.3% or so of the library scored in one or more.
